miR122 inh – blocks miR-122 activity in Huh7 sensor cells. Huh7 miR-122 Renilla luciferase sensor, 48 h; neutral wells = 0, positive control = 100. activation (reporter increase), % at 12.5 µM. 340,000 tested, 0.3% active. AID 602342;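 active = mean replicate activation score at least 90 and every replicate individually at or above 90; inconclusive = only one of the two criteria met; inactive = neither criterion met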;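 note: higher luciferase means less miR-122 activity so hits act as miR-122 inhibitors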
esBAF inh – inhibitors of esBAF chromatin remodeling in mouse ES cells. Bmi1-luciferase knock-in reporter, 24 h; 100% = twice the neutral-well signal. reporter increase, % at 12.5 µM. 350,000 tested, 2% active. AID 602393; in the data active = activation above about 40%; inconclusive = no clear call, values can overlap the other calls;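 note: 0% = median of the plate's neutral control wells and 100% = double that signal; a rise in the Bmi1 reporter signal indicates esBAF inhibition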
C2C12 statin – suppression of simvastatin myotoxicity. C2C12 myotubes + simvastatin, ATP luminescence, 48 h; scaled: DMSO 0, geranylgeraniol control 100. rescue of ATP level, % at 7.49 µM. 330,000 tested, 0.78% active. AID 602340;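 active = mean ATP rescue above about 67%, or every replicate alone reaching that limit, limit read from the data, passing the limit was not always enough; inconclusive = no clear call, values can overlap the other calls; inactive = mean under the limit and some replicate under it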;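 note: myotubes were challenged with 10 µM simvastatin during compound exposure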
Cneo AK release – causes C. neoformans cell lysis. AID 651654. lysis activity, % at 15 µM. adenylate kinase release luminescence, 4 h; normalised: neutral wells 0, clomiphene wells 100. 360,000 tested, 0.2% active;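 active = mean lysis activity across replicates of at least 80%, whatever share of replicates individually reach that level; inactive = mean lysis activity below 80%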
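Assay system: log-phase C. neoformans yeast / Quantity: yeast cell density of 5 × 10^6 cells/mL / Medium: fresh YPD growth medium / Compound: single dose / Timing: static 4 h at 37 °C with compound, 1 h detection / Measured by: adenylate kinase release luminescence / Read-out: lysis from increased AK signal / Benchmarks: Clomiphene as positive lysis control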
ERp5 block – blocks human ERp5 reductase activity on insulin. Q15084. ERp5 insulin aggregation, absorbance 650 nm, 90 min. inhibition, % at 9.99 µM. 350,000 tested, 0.05% active. AID 651711;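 active = mean replicate inhibition above about 25%, with every replicate also reaching it, limit read from the data, passing the limit was not always enough; inconclusive = only one of those two criteria met; inactive = neither criterion met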
Target sequence (Q15084 whole entry, looked up): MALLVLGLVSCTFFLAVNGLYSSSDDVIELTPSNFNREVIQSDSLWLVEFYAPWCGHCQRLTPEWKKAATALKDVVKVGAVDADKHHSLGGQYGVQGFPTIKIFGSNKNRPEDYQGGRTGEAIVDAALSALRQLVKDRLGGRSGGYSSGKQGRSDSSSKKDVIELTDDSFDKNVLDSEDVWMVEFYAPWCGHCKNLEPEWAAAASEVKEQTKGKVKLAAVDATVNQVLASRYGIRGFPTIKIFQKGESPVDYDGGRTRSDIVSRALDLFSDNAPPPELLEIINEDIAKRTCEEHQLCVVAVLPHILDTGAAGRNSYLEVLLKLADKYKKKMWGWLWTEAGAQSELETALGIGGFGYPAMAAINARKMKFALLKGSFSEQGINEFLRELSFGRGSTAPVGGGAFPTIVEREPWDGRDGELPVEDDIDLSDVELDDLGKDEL
ARNT TACC3 PPI – ARNT/TACC3 interaction disruption; inhibition, % at 9.99 µM; Q9Y6A5; AID 623870; AlphaScreen His-ARNT PAS-B/GST-TACC3 binding, luminescence; TACC3 fragment carries E629A point mutation; 390,000 tested, 0.66% active;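 active = mean inhibition of replicates at least 50% and at least half of replicates each reaching 50%; inconclusive = half or more replicates reach 50% but mean below 50%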;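 note: 0% = complete ARNT plus TACC3 wells and 100% = ARNT alone without TACC3; many hits fall short of the cut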
SIRT5 inh – sirtuin-5 (human) deacylase inhibition. inhibition, % at 15 µM. 330,000 tested, 1.1% active. Purified SirT5, succinyl-peptide AMC, trypsin-coupled fluorescence; in the data active = inhibition above about 15%; inconclusive = no clear call, values can overlap the other calls
Target sequence (Q9NXA8 whole entry, looked up): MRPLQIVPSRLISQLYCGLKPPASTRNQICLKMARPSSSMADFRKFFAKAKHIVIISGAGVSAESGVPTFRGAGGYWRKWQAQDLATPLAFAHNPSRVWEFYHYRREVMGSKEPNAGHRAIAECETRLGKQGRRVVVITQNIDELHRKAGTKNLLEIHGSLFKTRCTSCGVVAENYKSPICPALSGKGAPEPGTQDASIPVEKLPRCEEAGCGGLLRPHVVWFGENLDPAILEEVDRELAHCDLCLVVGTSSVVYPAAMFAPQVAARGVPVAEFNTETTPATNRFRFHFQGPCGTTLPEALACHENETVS
Starred values were filed as active, the others as inactive; ? = inconclusive; . = not tested or not shown; & = joins results of further samples; [ ] = another dose, or the depositor's remark.

entry	compound	miR122 inh	esBAF inh	C2C12 statin	Cneo AK release
1	C=C(C)c1cccc(C(C)(C)NC(=O)N2CCCCC2CC)c1 (stereo unspecified)	-8	-8	11	0
2	CCOC(=O)c1cc2c(ccn2C)n1CC(=O)N1CCN(c2ccc(F)cc2)CC1	.	.	.	.
3	Cc1noc(C)c1NC(=O)N(C)C[C@@H]1OCCCC[C@H](C)Oc2ccc(NC(=O)c3ccncc3)cc2C(=O)N([C@H](C)CO)C[C@@H]1C	10[16.7 µM]	4	-2	-1
4	COc1ccc(CNC(=O)C2CCN(S(=O)(=O)c3cc(OC)ccc3OC)CC2)cc1	.	-3	-1	1
5	O=C(CN(c1ccc(F)cc1)S(=O)(=O)c1ccccc1)N1CCOCC1	-2	.	.	18
6	COc1ccc(NC(=O)Nc2ccc3c(c2)CC(=O)N([C@H](C)CO)C[C@H](C)[C@H](CN(C)C(=O)NC2CCCCC2)O3)cc1	-8[16.7 µM]	2	-11	-3
7	CNC(=S)NNC(=O)c1cc(-c2cccnc2)nc2ccccc12	-1	-3	0	-2
8	Cc1ccc(/C=C/C(=O)OCC(=O)N(CC(C)C)c2c(N)n(Cc3ccccc3)c(=O)[nH]c2=O)o1	.	-4	5	0
9	COc1ccc(C)cc1Nc1cc(C)nc2nc(C)nn12	16	4	-5	-2
10	CCN(C(=O)c1cc2c(s1)-c1ccccc1OC2)c1cc(OC)ccc1OC	-2	1	-7	1
11	Cc1cccc(C)c1NC(=O)C(c1ccccc1)N1CCC(Cc2ccccc2)CC1 (stereo unspecified)	0	-13	-3	-13
12	Cc1[nH]c2ccccc2c1/C=N/NC(=O)Nc1ccccc1	.	.	.	.

entry	ERp5 block	ARNT TACC3 PPI	SIRT5 inh
1	.	-2	.
2	1	6	3
3	3	-2	-5
4	2	-2	-4
5	0	7	0
6	3	-5	-3
7	0	.	0
8	9	0	-1
9	3	.	0
10	0	9	.
11	-6	.	-2
12	-12	3	1

In the list so far, two have a halogen.
entry	compound	miR122 inh	esBAF inh	C2C12 statin	Cneo AK release
2	CCOC(=O)c1cc2c(ccn2C)n1CC(=O)N1CCN(c2ccc(F)cc2)CC1	.	.	.	.
5	O=C(CN(c1ccc(F)cc1)S(=O)(=O)c1ccccc1)N1CCOCC1	-2	.	.	18

entry	ERp5 block	ARNT TACC3 PPI	SIRT5 inh
2	1	6	3
5	0	7	0

Next part.
entry	compound	miR122 inh	esBAF inh	C2C12 statin	Cneo AK release
13	CCn1c(=O)c(C(=O)Nc2ncccc2C)c(O)c2ccccc21	.	.	.	.
14	CCc1nc(C)ccc1OCC(=O)N(CC)CC	3	8	-6	0
15	COCc1nc2ccccc2n1Cc1c(F)cccc1Cl	.	.	.	.
16	N#CCC(=O)N/N=C/c1ccc(OC2CSC2)cc1	.	.	.	.
17	CNC(=O)COC(=O)c1ccc(Cl)c(S(=O)(=O)N2CCCC2)c1	.	.	.	.
18	COCC(=O)N(C)C[C@@H]1Oc2ncc(C#Cc3ccccc3OC)cc2C(=O)N([C@H](C)CO)C[C@@H]1C	-7[16.7 µM]	0	.	0
19	COc1ccc(NS(=O)(=O)c2cccc(C(=O)NN=Cc3ccc(O)c(OC)c3)c2)cc1	1	-6	8	1
20	O=C(CN1C(=O)COc2ccccc21)Nc1ccc2c(c1)OCCO2	15	4	8	2
21	Cc1c(NC(=O)C(C)OC(=O)c2cc(Cl)nc(Cl)c2)c(=O)n(-c2ccccc2)n1C (stereo unspecified)	-2	.	.	1
22	COc1ccc(-c2nc(CN3CCC(C(=O)NC4CCCc5ccccc54)CC3)c(C)o2)cc1OC (stereo unspecified)	-7	3	0	.
23	Cc1ccc2[nH]c(=O)c(C3C(C#N)=C(N)Oc4c3ccc3cccnc43)cc2c1 (stereo unspecified)	3	14	.	-1
24	CCCn1c(-c2cc(OC)c(OC)c(OC)c2)nc2nc3ccccc3nc21	10	-4	-7	-4

entry	ERp5 block	ARNT TACC3 PPI	SIRT5 inh
13	-2	4	-1
14	.	-3	.
15	2	2	0
16	4	2	-4
17	-3	-5	-1
18	9	-13	-2
19	2	-1	0
20	.	-6	.
21	-1	-4	1
22	-3	56*	-4
23	.	50*	.
24	.	-2	.

(list continues)
entry	compound	miR122 inh	esBAF inh	C2C12 statin	Cneo AK release
25	COC(=O)c1ccc(N=Nc2ccccc2)cc1	-8	76*	3	3
26	COc1cccc(OC)c1C(=O)Nc1ccc2c(c1)n(C)c(=O)n2C	.	-3	-1	-1
27	CCOC(=O)N1CCN(S(=O)(=O)c2ccc(C(=O)N(CCN(CC)CC)c3nc4ccc(C)cc4s3)cc2)CC1	.	1	1	11
28	C=CS(=O)(=O)c1ccc(Oc2ccc(S(=O)(=O)C=C)cc2)cc1	.	.	.	.
29	CN(C)S(=O)(=O)c1cccc(NC(=O)c2cccc(S(=O)(=O)N3CCCCC3)c2)c1	11	5	4	1
30	CCn1c(SCC(=O)c2ccc3ccccc3c2)nnc1-c1cccs1	7	18	.	1
31	N#Cc1cn(CCOc2ccc(F)cc2)c2ccccc12	6	17	.	-3
32	O=C(NCCN1C(=O)S/C(=C\c2ccccc2)C1=O)C1CCN(S(=O)(=O)c2cccs2)CC1	-9	.	.	1
33	O=C(Nc1cccc(OC(F)(F)F)c1)C1Cc2c(-c3ccco3)ccnc2O1 (stereo unspecified)	-5	1	5	1
34	C[C@@H]1CN([C@@H](C)CO)S(=O)(=O)c2ccc(-c3cncnc3)cc2O[C@H]1CN(C)C(=O)C1CCCCC1	.	-2	-6	1
35	C[C@H](CO)N1C[C@H](C)[C@H](CN(C)S(C)(=O)=O)Oc2c(NS(=O)(=O)c3ccccc3)cccc2C1=O	-5[16.7 µM]	0	-27	-6
36	COC(=O)COc1ccc(S(=O)(=O)Nc2ccc3c(c2)OCCO3)cc1C	8	16	-6	-2

entry	ERp5 block	ARNT TACC3 PPI	SIRT5 inh
25	3	17	-3
26	3	-8	-5
27	9	-7	-1
28	7	11	-5
29	-2	-13	-1
30	.	2	.
31	.	-3	.
32	.	-2	.
33	-6	.	.
34	1	6	2
35	0	-12	-2
36	-1	-5	-4

Additional structures follow.
entry	compound	miR122 inh	esBAF inh	C2C12 statin	Cneo AK release
37	CCCNC(=O)C[C@@H]1CC[C@H]2[C@H](COc3ccc(NC(=O)c4cscn4)cc3C(=O)N2C)O1	4[16.7 µM]	3	36	.
38	CCOC(=O)c1cccc(NC(=O)CSc2nnc(COc3ccccc3)n2CC)c1	2	3	-24	0
39	COc1ccc(NC(=O)Nc2ccc3c(c2)CC(=O)N([C@@H](C)CO)C[C@@H](C)[C@@H](CN(C)Cc2ccc(C(F)(F)F)cc2)O3)cc1	-11[16.7 µM]	-5	-161	1
40	Cc1ccc(S(=O)(=O)N(C)C[C@H]2Oc3ccc(NC(=O)CCCCCC(=O)Nc4ccccc4N)cc3C(=O)N([C@@H](C)CO)C[C@@H]2C)cc1	-5[16.7 µM]	6	-31	-3
41	C[C@@H]1CN([C@@H](C)CO)C(=O)CCCn2nncc2CO[C@@H]1CN(C)C(=O)Nc1ccccc1C(F)(F)F	3	0&3	2&-3	1&-1
42	Cn1cnnc1SCC(=O)c1cccc([N+](=O)[O-])c1	-3	.	.	3
43	c1ccc(CN2CCN(CCN3CCn4c3nc3ccccc34)CC2)cc1	-5	15	-26	-1
44	O=C(/C=C/c1ccccn1)c1ccc(Br)cc1O	.	.	.	.
45	O=S(=O)(c1ccc(F)cc1F)N1CCN(CCO)CC1	.	.	.	.
46	CCC(=O)N1CCc2cc(Br)cc(S(=O)(=O)NCCN3CCCC3)c21	-1	2	-7	-8
47	COCC(=O)Nc1cc(C)c2c(=O)oc3ccccc3c2n1	0	-8	5	-1
48	CCN(CC)c1ccc(Nc2nc(Cl)ncc2Br)cc1	4	7	-24	-3

entry	ERp5 block	ARNT TACC3 PPI	SIRT5 inh
37	.	.	.
38	.	0	.
39	.	11	.
40	9	7	.
41	2&1	-2	-2&-1
42	.	5	.
43	.	.	.
44	-1	-3	0
45	3	-10	0
46	-7	0	-4
47	4	-2	.
48	-1	24	1

Other entries follow.
entry	compound	miR122 inh	esBAF inh	C2C12 statin	Cneo AK release
49	COC(=O)c1cc(O)cc(OC)c1Oc1cc(C)cc(O)c1C(=O)O	-18	15	6	2
50	COC(=O)c1ccc(C(=O)OC)c(NC(=O)CSc2n[nH]c(N)n2)c1	.	-4	4	-3
51	Cn1ncc(Cl)c(Oc2ccc(C(C)(C)C)cc2)c1=O	.	.	.	.
52	O=C1C(Cc2ccccc2)Nc2ncnc(N3CCc4ccccc4C3)c2N1Cc1ccccc1 (stereo unspecified)	-3	-3	7	0
53	O=c1cc2c(=O)oc3cc(O)c(O)oc3c2c(O)c1O	.	-6	2	-4
54	COCC(=O)N1C[C@@H]2[C@H](c3ccccc31)[C@@H](CO)N2C(=O)C1CC1	10[16.7 µM]	-7	7	-4
55	COCCNC(=S)NN(c1ccccc1)c1ccccc1	.	.	.	.
56	CNC[C@H]1Oc2ccc(NS(=O)(=O)c3ccccc3)cc2C(=O)N([C@H](C)CO)C[C@@H]1C	1[16.7 µM]	-1	4	-2
57	CN1CCN(C(=O)CCN2C(=O)c3ccccc3C2=O)CC1	8	.	.	.
58	C[C@@H]1CCCCO[C@H](CN(C)C)[C@H](C)CN([C@@H](C)CO)C(=O)c2cc(NS(C)(=O)=O)ccc2O1	4[16.7 µM]	-4	26	.
59	COc1ccc(Nc2nc(-c3cccc(OC)c3O)nc3ccccc23)cc1	22	?	-22	-3
60	Cc1ccccc1OC(C)C(=O)NCCCN1CCOCC1 (stereo unspecified)	-1	-7	-1	-2

entry	ERp5 block	ARNT TACC3 PPI	SIRT5 inh
49	-1	2	.
50	0	-7	.
51	-1	-2	0
52	.	-3	.
53	3	13*	8
54	-2	-7	-4
55	4	1	0
56	8	-8	0
57	-4	-6	-2
58	.	.	.
59	0	-1	-2
60	10	5	-1

Later entries
entry	compound	miR122 inh	esBAF inh	C2C12 statin	Cneo AK release
61	CN1[C@H](C(=O)N2CCc3ccccc3C2)[C@@H](CO)[C@@H]2Cn3c(ccc(-c4ccncc4)c3=O)[C@@H]21	4[16.7 µM]	7	-4	-1
62	O=C(c1ccccc1)N1CCN(S(=O)(=O)N2CCOCC2)CC1	0	-7	2	3
63	O=C(Nc1cccc2ccccc12)N1CCN(c2ncccn2)CC1	-1	2	6	.
64	Cc1cc2c(Nc3ccccc3O)ncnc2s1	.	6	-2	-2
65	CCc1ccc(-c2nn[nH]n2)cc1	-5	12	-1	-2
66	Cc1c(C(=O)N2CCN(CCc3ccccc3)CC2)oc2ccccc12	12	-12	8	-2
67	CCOc1ccc(Br)cc1S(=O)(=O)Nc1cccc(S(=O)(=O)N2CCOCC2)c1	72	1	-3	2
68	COc1ccc(NC(=O)C2CCN(C(=O)[C@@H]3Cc4ccccc4CN3C(=O)OC(C)(C)C)CC2)cc1	1	7	4	-4
69	CC1CCC2(CC1)NC(=O)N(CC(=O)NCc1ccc3c(c1)OCO3)C2=O (stereo unspecified)	.	.	.	.
70	CCOC(=O)c1c(NC(=O)OC)sc2c1CCC2	5	-6	1	-3
71	CCC(C)Nc1nc(-c2c[nH]c3ccccc23)cs1 (stereo unspecified)	1	-1	-10	0
72	COc1ccc2c(O)c(-c3c(C)cc(C)cc3C)c(=O)[nH]c2c1	.	.	.	.

entry	ERp5 block	ARNT TACC3 PPI	SIRT5 inh
61	4	-2	1
62	2	15	-6
63	2	.	0
64	1	.	.
65	.	-8	.
66	.	-2	.
67	1	0	-3
68	-3	5	0
69	2	-3	-1
70	.	-1	.
71	3	.	0
72	-5	6	-7

Some entries already given, reduced to C2C12 statin and esBAF inh.
item	Molecule	C2C12 statin	esBAF inh
70	CCOC(=O)c1c(NC(=O)OC)sc2c1CCC2	1	-6
71	CCC(C)Nc1nc(-c2c[nH]c3ccccc23)cs1 (stereo unspecified)	-10	-1

Source: PubChem
